miR-122 sensor = miR-122 Renilla sensor signal increase in Huh7, primary screen, miR-122 inhibitor project, cell-based, single point, plate reader; Huh7 miR-122 Renilla luciferase sensor, 48 h; neutral wells = 0, positive control = 100; activation (reporter increase), % at 12.5 µM; 340,000 tested, 0.3% active; AID 602342, 2012;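 active = mean replicate activation score at least 90 and every replicate individually at or above 90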;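 also: higher luciferase means less miR-122 activity so hits act as miR-122 inhibitors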
PGC1a acetyl inh = inhibitors of PGC1a acetylation signal, primary screen, cell-based, U2OS, AlphaScreen, inhibitor mode | AlphaScreen anti-acetyl-lysine; with virally co-expressed GCN5 acetyltransferase | inhibition, % at 15.6 µM | 350,000 tested, 0.17% active | AID 651687, 2012;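 active = every replicate shows inhibition of at least 40%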;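 also: 0% = neutral control wells and 100% = positive control wells; some results beyond the cut were filed as inactive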
LGR2 inh = inhibitors of bursicon-induced LGR2 CRE-luciferase signal, primary screen, cell-based, HEK293, CRE-luciferase reporter, bursicon stimulation | Drosophila bursicon receptor LGR2 (rickets) | bursicon-stimulated, 4 h | inhibition, % at 9.99 µM | 380,000 tested, 0.35% active | AID 720647, 2013;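 active = drop in luminescence signal, shown as inhibition above about 50% in the replicate tests, limit read from the data, passing the limit was not always enough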;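 also: agonist challenge used bursicon conditioned medium at about half maximal strength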
PAX8 reporter = inhibitors of PAX8-driven TPO luciferase reporter, primary screen, RMG-I cells, single concentration; AID 652154, 2013; SteadyGlo, 24 h; 360,000 tested, 1.2% active; inhibition, % at 12.6 µM;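 active = mean replicate inhibition at least 60% with every replicate also reaching 60%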;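 also: luciferase light reporting Pax8 driven TPO promoter activity; plate controls were median of neutral control wells for no effect and mitoxantrone controls for full effect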
Casp6 inh = human caspase-6 inhibitors, primary screen, biochemical, VEID-R110 fluorescence, single point, set 2 | purified caspase-6, Z-VEID-R110 cleavage fluorescence | inhibition, % at 12.5 µM | 350,000 tested, 0.53% active | AID 686996, 2013;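 active = mean inhibition across replicates at least about 35%, with every replicate also reaching that limit, limit read from the data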;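 also: 0% = median of neutral control wells and 100% = no fluorescence left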
Target sequence (P55212 24-179 limits assumed): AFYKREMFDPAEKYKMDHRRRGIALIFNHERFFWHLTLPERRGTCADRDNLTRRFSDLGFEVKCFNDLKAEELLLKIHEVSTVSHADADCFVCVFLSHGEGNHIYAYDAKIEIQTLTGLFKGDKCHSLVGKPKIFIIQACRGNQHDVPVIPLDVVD
Target sequence (P55212 194-293 limits assumed): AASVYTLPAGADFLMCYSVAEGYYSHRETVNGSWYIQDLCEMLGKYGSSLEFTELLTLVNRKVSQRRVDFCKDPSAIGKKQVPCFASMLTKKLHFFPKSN
FN deposition inh = inhibitors of fibronectin matrix deposition, primary screen, AH1F cells, Alexa488-fibronectin fluorescence, plate reader; inhibition, % at 12.6 µM; 350,000 tested, 0.086% active; AID 743247, 2014; AH1F fibroblasts, overnight;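 active = mean inhibition across replicates of 30% or more, regardless of how many single replicates reach that level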;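 also: positive control wells lacked labelled fibronectin entirely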
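material = AH1F fibroblast monolayer depositing Alexa488-labelled fibronectin into matrix | amount = 10000 AH1F cells/well | buffer or medium = DMEM plus 2% serum, read in PBS | incubation = 1 h cell adhesion before compound, then overnight fibronectin incubation | detection = fluorescence at 485 nm excitation, 525 nm emission | evaluation = percent inhibition as loss of matrix-bound fibronectin fluorescence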
EWS-Fli block = EWS/Fli-driven NR0B1 reporter inhibitors, primary screen, A673 cells, NR0B1 luciferase, luminescence, MLPCN library. viability-normalised. inhibition, % at 12.6 µM. 350,000 tested, 0.67% active. AID 651661, 2012;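 active = mean inhibition of at least 50% after viability correction, with every replicate also passing that limit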;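 also: firefly luciferase signal divided by Alamar Blue viability fluorescence both relative to DMSO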
Cneo AK release = Cryptococcus neoformans cell lysis inducers, primary screen, AK release luminescence, single concentration; C. neoformans lysis, adenylate kinase release luminescence, 4 h; normalised: neutral wells 0, clomiphene wells 100; lysis activity, % at 15 µM; 360,000 tested, 0.2% active; AID 651654, 2012;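 active = mean lysis activity across replicates of at least 80%, whatever share of replicates individually reach that level; inactive = mean lysis activity below 80%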
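Material: C. neoformans cells | Amount: Yeast cell density of 5 × 10^6 cells/mL | Medium: Fresh YPD growth medium | Dosing: Single dose | Times: Static 4 h at 37 °C with compound, 1 h detection | Detection: AK luminescence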
An asterisk follows results filed as active; · = no result given; & = joins results of further samples; [ ] = remark or other dose.

Preview (5 entries):
SMILES	miR-122 sensor	PGC1a acetyl inh	LGR2 inh	PAX8 reporter	Casp6 inh	FN deposition inh	EWS-Fli block	Cneo AK release
COc1ccc(NS(=O)(=O)c2cc(N=Nc3c(O)[nH]c(=O)[nH]c3=O)ccc2Cl)cc1	8	2	-2	-3	5	-8	2	0
CC(CN1CCOCC1)OC(=O)c1ccc(Cl)cc1Cl (centres undefined)	-3	0	13	-8	2	1	-7	3
CO[C@@H](C(=O)N(C)C[C@@H]1OCc2ccccc2-c2ccccc2C(=O)N([C@@H](C)CO)C[C@@H]1C)c1ccccc1	·	2	-7	7	0	-5	-6	-2
CCC(=O)N(C)C[C@@H]1Oc2cc(-c3cccc(F)c3)ccc2S(=O)(=O)N([C@@H](C)CO)C[C@@H]1C	15[16.7 µM]	-21	-9	·	0	·	-5	-3
CC1CC(C)CN(C(CCc2ccccc2)C(=O)NC2CCCCC2)C1 (centres undefined)	3	-8	-17	-22	-1	-8	5	-22

This part in full (from the top)
SMILES	miR-122 sensor	PGC1a acetyl inh	LGR2 inh	PAX8 reporter	Casp6 inh	FN deposition inh	EWS-Fli block	Cneo AK release
COc1ccc(NS(=O)(=O)c2cc(N=Nc3c(O)[nH]c(=O)[nH]c3=O)ccc2Cl)cc1	8	2	-2	-3	5	-8	2	0
CC(CN1CCOCC1)OC(=O)c1ccc(Cl)cc1Cl (centres undefined)	-3	0	13	-8	2	1	-7	3
CO[C@@H](C(=O)N(C)C[C@@H]1OCc2ccccc2-c2ccccc2C(=O)N([C@@H](C)CO)C[C@@H]1C)c1ccccc1	·	2	-7	7	0	-5	-6	-2
CCC(=O)N(C)C[C@@H]1Oc2cc(-c3cccc(F)c3)ccc2S(=O)(=O)N([C@@H](C)CO)C[C@@H]1C	15[16.7 µM]	-21	-9	·	0	·	-5	-3
CC1CC(C)CN(C(CCc2ccccc2)C(=O)NC2CCCCC2)C1 (centres undefined)	3	-8	-17	-22	-1	-8	5	-22
C[C@H](CO)N1C[C@H](C)[C@H](CN(C)CC2CCCC2)OCc2cnnn2CCCC1=O	4[16.7 µM]	1	6	-6	-2	-2	0	1
CC(=O)Nc1nc(-c2ccc3c(c2)CCN3C(=O)C2CC2)c(C)s1	3	-8	6	23	2	0	7	1
COc1cccc(-c2cnc3c(NC(C)=O)cc(-c4cc(F)ccc4OC)cn23)c1	36	-24	-22	13	-1	14	41	-17
C=CCn1c(SCC(=O)NCc2ccco2)nc2ccccc2c1=O	-2	1	3	5	6	-1	-4	·
Cc1ccc(S(=O)(=O)N(C)c2ccc(OCc3cccc(C)c3)cc2)cc1	4	·	-7	-4	-1	0	10	-2
COCC(=O)Nc1ccc2c(c1)[C@H]1C[C@H](CC(=O)NCc3cccnc3)O[C@@H](CO)[C@H]1O2	-3[16.7 µM]	7	2	6	0	·	-8	1
O=C(CCNC(=O)c1ccccc1)Nc1nc2ccccc2s1	12	3	-20	-54	5	-7	-42	-3
CCOc1ccc(NC(=O)CN(C)S(=O)(=O)c2ccc(-c3ccc(=O)[nH]n3)s2)cc1	-4	38	7	-6	·	-4	3	1
CCCCOCCCNS(=O)(=O)c1ccccc1	7	-17	-1	·	2	·	-4	-5
C[C@@H]1CN([C@@H](C)CO)C(=O)CCCn2cc(nn2)CO[C@H]1CN(C)C(=O)Nc1ccc(C(C)(C)C)cc1	0&2[16.7 µM]	-3&-6	0&12	-31&-2&-5	-5&2	3&-2	0&3&-6	-5
COc1cccc(C2=NN(C(=O)C3CC3)C(O)(C(F)(F)F)C2)c1 (centres undefined)	-1	0	-9	-10	1	·	-2	-1
Cc1ccccc1C(=O)N1CCC(C(=O)NN2C(=O)NC3(CCC(C)CC3)C2=O)CC1 (centres undefined)	1	-1	6	-8	-1	9	-7	0
COc1ccc(NC(=O)N[C@H]2CC[C@@H](CCNC(=O)CCN3CCCCC3)O[C@@H]2CO)cc1	2[16.7 µM]	5	5	2	-12	-10	-9	-15
O=C(NCC[C@H]1CC[C@@H](NS(=O)(=O)c2cccc(F)c2)[C@@H](CO)O1)C1CCOCC1	·	17	-22	·	-1	·	0	3
O=C(C1CCOCC1)N1CC2(C1)[C@@H](c1ccccc1)[C@H](CO)N2C(=O)CC1CC1	·	·	-3	·	0	4	-2	·
CCOC(=O)N1CCN(C(=O)c2ccc(OCC)cc2)CC1	·	-5	-9	-10	0	4	-10	·
Cc1[nH]c2ccccc2c1/C=N/NC(=O)c1ccc(N)cc1	-5	-5	-27	8	-6	4	-12	-1
Cc1c(C)c2c(OCC(=O)NCc3cccnc3)cc3c(c2oc1=O)CCC(C)(C)O3	4	5	-13	·	2	·	1	2
CCOc1ccccc1NC(=S)NCCc1ccccc1	·	·	2	6	9	-6	14	·
C[C@H](CO)N1C[C@H](C)[C@@H](CN(C)C(=O)Nc2ccc(F)cc2)Oc2ccc(NC(=O)Cc3cn(C)c4ccccc34)cc2C1=O	1[16.7 µM]	-8	6	27	-3	5	6	-2

Some entries already given, reduced to FN deposition inh, LGR2 inh and Cneo AK release:
smiles | FN deposition inh | LGR2 inh | Cneo AK release
CC(=O)Nc1nc(-c2ccc3c(c2)CCN3C(=O)C2CC2)c(C)s1 | 0 | 6 | 1
COc1cccc(-c2cnc3c(NC(C)=O)cc(-c4cc(F)ccc4OC)cn23)c1 | 14 | -22 | -17

Later entries.
SMILES	miR-122 sensor	PGC1a acetyl inh	LGR2 inh	PAX8 reporter	Casp6 inh	FN deposition inh	EWS-Fli block	Cneo AK release
C[C@@H]1CN([C@H](C)CO)C(=O)c2cc(C#CC3(O)CCCC3)cnc2O[C@@H]1CN(C)C(=O)C1CCOCC1	-2[16.7 µM]	2	-7	-17	-3	·	-6	-7
CN(C)C(=O)C[C@@H]1C[C@@H]2c3cc(NC(=O)Nc4ccccc4)ccc3O[C@@H]2[C@@H](CO)O1	2[16.7 µM]	-5	-1	8	·	-13	-2	1
COc1ccc(CN(C)C[C@@H]2OCCCC[C@H](C)Oc3ccc(NC(=O)NC(C)C)cc3C(=O)N([C@H](C)CO)C[C@H]2C)cc1	10[16.7 µM]	1	0	13	-1	·	6	-1
CCCCn1c(CCc2ccccc2)nc2cc3[nH]c(=O)c(C(C)C)nc3cc21	-4	10	-13	-9	-3	-8	15	-1
Cc1cc(Nc2cccc([N+](=O)[O-])c2)cc(=O)n1-c1cccc([N+](=O)[O-])c1	·	·	-8	26	7	7	-1	·
Cc1ccc(S(=O)(=O)NCC[C@@H]2CC[C@@H](NC(=O)Nc3cccc(F)c3)[C@@H](CO)O2)cc1	·	-6	2	7	0	-5	1	1
Cc1cccc(C(=O)Nc2ccc3c(c2)C(=O)NC3=O)c1	-10	-3	12	13	-1	5	-26	-1
CN(C)CC(=O)N[C@@H]1CC[C@@H](CCNC(=O)Nc2ccc(C(F)(F)F)cc2)O[C@H]1CO	·	-1	-23	-15	-1	·	-20	-8
O=C(NCC1CCCCC1)c1cccc(S(=O)(=O)NCc2cccnc2)c1	·	·	-1	15	2	·	6	·
CCOCCCNC(=O)c1cc(Nc2ccc(OC)cc2OC)nc2ccccc12	·	-2	1	-19	2	2	1	-3
O=C(c1cnccn1)N1CC[C@@H]2[C@H](CO)Nc3ccc(-c4ccccc4)cc3[C@@H]21	-4[16.7 µM]	14	-18	-4	0	-6	-10	-12
N#C[C@@H]1[C@@H](c2ccc(-c3ccccc3)cc2)[C@@H](CO)N1C(=O)Cc1ccccc1	·	-9	0	5	0	-1	-4	0
CC1CCN(CCCNS(=O)(=O)c2ccc3c(c2)CCN3C(=O)C2CC2)CC1	·	·	-6	-17	-6	1	·	3
CCC(C(=O)Nc1cc(F)ccc1F)n1nc(C)c2c(C)n(-c3ccc(C)cc3)nc2c1=O (centres undefined)	1	-5	8	50	6	4	·	-5
CCCNC(=O)Nc1ccc2c(c1)C(=O)N(C)[C@H]1CC[C@H](CC(=O)O)O[C@H]1CO2	-27[16.7 µM]	-6	15	-24	·	-11	4	-2
COc1ccc(NC(=O)C(C)N2c3cccc4cccc(c34)S2(=O)=O)c(OC)c1 (centres undefined)	·	·	1	20	1	0	17	2
CC(C)(CNC(=O)c1cc2c(s1)CCCC2)N1CCOCC1	5	8	0	0	-1	-13	-6	·
CNC[C@@H]1Oc2c(NS(=O)(=O)c3ccccc3)cccc2C(=O)N([C@@H](C)CO)C[C@@H]1C	6[16.7 µM]	-3	1	-24	1	0	-3	-2
COc1cccc(-n2c(Cc3cc(=O)[nH]c(=O)[nH]3)nnc2SC(C)C)c1	0	4	2	19	3	-4	2	-3
COc1ccc(C(CNC(=O)Nc2cccc(C)c2)N2CCN(C)CC2)cc1 (centres undefined)	·	-5	-10	-17	-4	7	10	-2
Cc1ccccc1-n1c(SC(C)C(=O)NCC2CCCO2)nnc1-c1ccncc1 (centres undefined)	-2	-1	-23	6	-3	-8	4	-2
Cc1ccc(N(CC(=O)NC2CCCC2)C(=O)Cn2nnc(-c3ccccc3F)n2)cc1	-23	-2	6	18	1	6	5	3
COc1ccc(-c2cc3cc(F)ccc3cn2)cc1	3	-9	-10	-132	-2	-9	11	0
Cc1nc(-c2ccc3c(c2)OCO3)cs1	2	8	·	-73	·	3	·	-1
C#Cc1ccc([C@H]2C=C(C(=O)OCC=C)O[C@@H](OCc3ccc(CO)cc3)C2)cc1	5	·	4	-6	·	3	1	-1

The results go on.
SMILES	miR-122 sensor	PGC1a acetyl inh	LGR2 inh	PAX8 reporter	Casp6 inh	FN deposition inh	EWS-Fli block	Cneo AK release
COc1ccc(N2C(=O)CC(N3CCCCC3)C2=O)cc1 (centres undefined)	·	-1	-3	-7	1	-4	0	·
Cc1ccc(CN2CCN(/N=C/C=C/c3ccccc3[N+](=O)[O-])CC2)cc1	-2	4	15	9	2	0	16	2
C[C@@H]1CN([C@@H](C)CO)C(=O)c2c(c3ccccc3n2C)-c2ccccc2CO[C@H]1CN(C)Cc1ccncc1	·	2	13	·	1	3	-9	-1
CCCOc1ccc(N2C(=O)CC(N(CCc3ccc(OC)cc3)C(=O)/C=C/C(=O)O)C2=O)cc1 (centres undefined)	4	-8	-7	-6	0	0	1	·
O=S1(=O)N=C(Nc2ccc(N3CCOCC3)c(Cl)c2)c2ccccc21	15	-3	-38	-140	-2	-5	-102	·
CSc1nc(C(=O)N2CCc3c([nH]c4ccccc34)C2c2ccccn2)cs1 (centres undefined)	10	-4	·	21	-2	-3	12	4

Screens from PubChem.

Outcome played no part in choosing rows; any-hit rate near 2.5%.
